# From PubChem BioAssay
# HCV inhibitor = inhibitors of hepatitis C virus infection. 3.4% of 340,000 active. Huh7.5.1 HCVcc-Cre infection, luciferase reporter, 44 h. Potency, µM (doses to about 41.8 µM), inactives show at the top dose activity change, negative = inhibition, hits mostly inhibitors; further: potency means the concentration at half of the fitted maximal effect; on the % scale 0 is the no-effect control and ±100 the full control effect
#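 1,000 cells/well; 4 h culture; + compound; + HCVcc-Cre (~0.5 moi); 44 h; luciferase substrate, RT 15 min; read 15 sec.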
# Cycloheximide cs = affects cycloheximide protein synthesis inhibition readout, counter-screen | cell reporter, cycloheximide protein synthesis inhibition counterscreen | max response, % | 12% of 300,000 active | AID 2314; in the data active means max response mostly above about 13%, no sharp cut-off; inactive means mostly below about 14%; further: read at 38.3 µM for the half of the compounds with a filed dose; 0% is about no effect
# Shiga inhibitor = inhibitors of Shiga toxin in Vero cells | inhibition, % at 38.7 µM | 9.2% of 290,000 active | Vero cells, Shiga toxin protein synthesis inhibition reporter; in the data active means inhibition mostly above about 28%, no sharp cut-off; inactive means mostly below about 43%; further: 0% is about no effect
# Pf growth 96h = P. falciparum growth inhibition at 96 hours; P. falciparum luciferase reporter growth, 96 h; Potency, µM (titrated, usually from 28.7 µM), for the others: at the highest dose activity change, negative = inhibition, usual class: inhibitors; 6.9% of 320,000 active; further: potency means the concentration at half of the fitted maximal effect; on the % scale 0 is the no-effect control and ±100 the full control effect
#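 Erythrocytes infected with luciferase-expressing P. falciparum were dispensed at 2% hematocrit and 0.05% parasitemia (final), then incubated with compounds 96 hours at 37 C in 5% CO2. Luminescence after detection reagent addition reported growth.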
# FBPA Giardia inh = blocks Giardia fructose-bisphosphate aldolase activity; A8B2U2; purified Giardia FBPA; Potency, µM (highest dose often 59.6 µM), for the others: top-dose activity, negative = inhibition, most hits filed as inhibitors; 0.71% of 290,000 active; AID 2451; further: potency means the concentration at half of the fitted maximal effect; on the % scale 0 is the no-effect control and ±100 the full control effect; nearly all actives have a fitted effect of over 55% in size
# Target sequence (A8B2U2 whole entry, looked up): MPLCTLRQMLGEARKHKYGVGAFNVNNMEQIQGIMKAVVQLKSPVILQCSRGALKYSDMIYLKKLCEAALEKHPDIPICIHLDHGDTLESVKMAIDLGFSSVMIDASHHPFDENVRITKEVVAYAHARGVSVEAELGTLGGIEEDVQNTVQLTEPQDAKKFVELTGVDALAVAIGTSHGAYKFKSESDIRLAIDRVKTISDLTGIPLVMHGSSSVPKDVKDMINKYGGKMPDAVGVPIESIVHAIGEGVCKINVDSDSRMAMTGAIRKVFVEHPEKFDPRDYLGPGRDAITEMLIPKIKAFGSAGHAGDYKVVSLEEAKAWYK
#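 Giardia FBPA (40 nM reagent) was preincubated 10 min at RT with compound (up to 57.5 uM final), then substrate plus GAPDH/TPI/NAD/arsenate coupling system with diaphorase/resazurin was added; resorufin fluorescence (525/598 nm) was read after 20 min.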
# Pf growth 48h = inhibits P. falciparum growth in the first generation, 48 h; Potency, µM (top dose mostly 28.7 µM), for inactives: at the top dose activity change, negative = inhibition, actives largely listed as inhibitors; 5.9% of 310,000 active; P. falciparum luciferase growth in erythrocytes, 48 h; further: potency means the concentration at half of the fitted maximal effect; on the % scale 0 is the no-effect control and ±100 the full control effect
#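 First compound was added to culture medium, then infected red cells at 0.1% parasitemia and 2% hematocrit (final). After incubation at 37 C under 5% CO2, luciferase detection reagent was dispensed and light output recorded.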
# Starred values were filed as active, the others as inactive; ? = inconclusive; nt = no result given; & = joins results of further samples; [ ] = remark or other dose. Unless noted, the call rests on the fitted dose curve; in most records, active means well fitted curve in the direction sought with a large enough effect; inconclusive means small, poorly fitted or top-dose-only effect, or another doubt; inactive means no such curve, though single readings can be large; an effect the other way counts as inactive or inconclusive.
# The line under a structure holds: HCV inhibitor	Cycloheximide cs	Shiga inhibitor	Pf growth 96h	FBPA Giardia inh	Pf growth 48h
COc1cccc(C(=O)Nc2cccnc2)c1
    -1%	48*	70	nt	-2%	87%[activator]
CN1CCN(NC(=O)c2cn(-c3ccccc3)nc2-c2cccs2)CC1
    5%	6	-1	?	0%	?
CC(C(=O)NCc1ccc2c(c1)OCO2)c1ccc([N+](=O)[O-])cc1 (stereo not drawn)
    15%	0	-5	55%[activator]	1%	-14%
O=C(COC(=O)c1ncc(Cl)c(Cl)c1Cl)NC(=O)NCc1ccccc1
    10%	-4	-10	4%	-2%	12%
COc1cc(COCC(O)CN2CCN(Cc3ccc4c(c3)OCO4)CC2)cc(OC)c1OC (stereo not drawn)
    -2%	-2	-24	-1%	-15%	0%
CCc1c(C)sc(NC(=O)c2cccs2)c1C#N
    ?	53*	77*	213%[activator]	?	170%[activator]
Cc1ccc(NC(=O)c2cc(=O)[nH]c3ccc(S(=O)(=O)N4CCOCC4)cc23)cc1
    1%	nt	nt	?	nt	?
O=C(Nc1ccc2c(c1)OCCO2)c1cccc(Cl)c1
    0%	44*	nt	?	-1%	30%[activator]
CCN(CC)C(=O)CC(c1cc(OC)c(OC)c(OC)c1)c1c(OC)cc(OC)c2ccc(=O)oc12 (stereo not drawn)
    4%	3&-5	-4&-10	12µM*	-2%&1%	12µM*
CC1CCN(C(=O)CSc2ccc(-c3cccnc3)nn2)CC1
    17%	2	-1	-6%	nt	-4%
Cn1c(SCC(=O)Nc2ccc3c(c2)OCCO3)nnc1-c1ccccn1
    -3%	-2	-34	nt	1%	14%
O=C(NCCc1ccccc1)C1CCCN(S(=O)(=O)c2cnc[nH]2)C1 (stereo not drawn)
    -4%	-6	-1	40%[activator]	0%	nt
COc1ccc(-c2csc(N(CC3CCCO3)C(=O)c3ccc(C)cc3)n2)cc1 (stereo not drawn)
    ?	-3	-14	10µM*	-7%	5.2µM*
COc1ccc(-c2oc3ccccc3c2C(=O)OCc2ccccc2)cc1
    -23%	31*	34*	?	13%	19%
O=C(NCC1CC1)Nc1cccc(Cl)c1
    1%	25*	86*	13%	10%	33%[activator]
CCN(CC(=O)Nc1ccc(NC(C)=O)cc1)C(=O)c1ccccc1CCc1ccccc1
    -26%	nt	nt	-5%	nt	4%
CC1=C/C(=N\NC(=O)c2cccs2)CC(C)(C)C1
    -5%	4	18	?	-28%	-12%
CCCCC1(O)CC(C(F)(F)F)=NN1C(=O)COc1ccccc1 (stereo not drawn)
    -17%	-2	12	0.12µM*	2%	-9%
O=C(CSc1nnnn1C1CCCCC1)Nc1nc2c(s1)CCCC2
    -28%	12	16	-17%	0%	?
CCOC(=O)C1CCCc2c1[nH]c1c(C(=O)O)cccc21 (stereo not drawn)
    23%	-5	19	18%	-25%	-15%

# Rewritten tab-delimited: entries from further up.
compound	HCV inhibitor	Cycloheximide cs	Shiga inhibitor	Pf growth 96h	FBPA Giardia inh	Pf growth 48h
Cc1ccc(NC(=O)c2cc(=O)[nH]c3ccc(S(=O)(=O)N4CCOCC4)cc23)cc1	1%	nt	nt	?	nt	?
CN1CCN(NC(=O)c2cn(-c3ccccc3)nc2-c2cccs2)CC1	5%	6	-1	?	0%	?

# Next compounds
# The line under a structure holds: HCV inhibitor	Cycloheximide cs	Shiga inhibitor	Pf growth 96h	FBPA Giardia inh	Pf growth 48h
COc1ccc(C2c3ccc(O)cc3Oc3ncn(CCN4CCOCC4)c(=N)c32)cc1OC (stereo not drawn)
    -23%	-1	-9	?	4%	?
CCOC(=O)C1CCN(c2nc(-c3ccc(Br)cc3)nc3ccccc23)CC1
    -28%	-3	-2	?	4%	?
Cc1nnc2ccc(-c3ccc(NC(=O)c4ccco4)cc3)nn12
    4%	14*	71	?	-5%	-12%
N/C(Cc1nc(-c2ccc(F)cc2)cs1)=N\O
    5%	22*	43*	61%[activator]	0%	123%[activator]
O=C(Nc1ccc2c(c1)nc1n2CCCCC1)c1cc(S(=O)(=O)N2CCOCC2)ccc1Cl
    ?	-2	18	?	4%	?
CCN1C(=O)/C(=C\C(=O)c2cccs2)c2cc(Br)ccc21
    ?	3	14	263%[activator]	-17%	?
Cc1ccc(S(=O)(=O)Nc2ccc(N3CCOCC3)cc2)cc1[N+](=O)[O-]
    -15%	8	12	-3%	-11%	0%
CCCCC(=O)NCCNc1nc2c(c(=O)n(C)c(=O)n2C)n1Cc1ccc(F)cc1
    -13%	-2	-3	?	4%	?
CCOc1cc(S(=O)(=O)NCc2cccnc2)c(C)cc1C
    -8%	1	-10	?	4%	8%
COc1cc(/C=C/c2ccc3cccc([N+](=O)[O-])c3n2)ccc1OCC(=O)O
    8%	-6	-7	41%[activator][5.75 µM]	-13%	8%[5.75 µM]
CC(C)NS(=O)(=O)c1ccc(OCC(=O)Nc2ccc(F)cc2F)cc1
    nt	-2	-13	-32%	3%	nt
O=C(Nc1ccc2nc(-c3ccc4nc[nH]c4c3)[nH]c2c1)c1cccs1
    -26%	-1	1	?	1%	2.6µM*
CCCS(=O)(=O)N1CCCC(C(=O)Oc2ccc(C)c(C)c2)C1 (stereo not drawn)
    8%	1	-5	-5%	3%	1%
CCOc1ccccc1Nc1nc(-c2cccnc2)cs1
    10µM*	-1	-3	0%	16%	13µM*
COc1ccc(Cc2nnc(NC(=O)CSc3ccc(C)cc3)s2)cc1OC
    6%	-1	10	?	0%	25%
Nc1ncc(-c2ccccc2)n1CC1CCCO1 (stereo not drawn)
    ?	5	10	66%[activator]	-2%	?
S=c1[nH]nc(C2CCCCC2)n1/N=C/c1ccc(Br)cc1
    -9%	-2	-5	?	11%	nt
COc1ccc(N(CCC#N)C(=O)/C(C#N)=C/c2cccs2)cc1
    3%	20	14	4%	0%	?
CCOc1ccc(/C=N/NC(=O)c2ccc(Cn3cc([N+](=O)[O-])cn3)o2)cc1
    -14%	23*	51*	?	8%	1%
c1ccc2c(c1)ncn2-c1ccc(-c2ccnc(-c3ccncc3)n2)cc1
    -12%	-4	-11	?	nt	-7%

# In the list so far, these contain a nitro group on carbon.
# The line under a structure holds: HCV inhibitor	Cycloheximide cs	Shiga inhibitor	Pf growth 96h	FBPA Giardia inh	Pf growth 48h
CC(C(=O)NCc1ccc2c(c1)OCO2)c1ccc([N+](=O)[O-])cc1 (stereo not drawn)
    15%	0	-5	55%[activator]	1%	-14%
Cc1ccc(S(=O)(=O)Nc2ccc(N3CCOCC3)cc2)cc1[N+](=O)[O-]
    -15%	8	12	-3%	-11%	0%
COc1cc(/C=C/c2ccc3cccc([N+](=O)[O-])c3n2)ccc1OCC(=O)O
    8%	-6	-7	41%[activator][5.75 µM]	-13%	8%[5.75 µM]
CCOc1ccc(/C=N/NC(=O)c2ccc(Cn3cc([N+](=O)[O-])cn3)o2)cc1
    -14%	23*	51*	?	8%	1%

# Next part:
# The line under a structure holds: HCV inhibitor	Cycloheximide cs	Shiga inhibitor	Pf growth 96h	FBPA Giardia inh	Pf growth 48h
CCCN(Cc1nnc(-c2ccccc2Cl)o1)C(=O)c1cccc(S(=O)(=O)N2CCOCC2)c1
    -23%	7	6	?	-5%	?
CN(CC(=O)Nc1cc(Cl)cc(Cl)c1)Cc1cccs1
    ?	-5	25	-3%	nt	-17%
COc1cc(C2NC(=O)NC(C)=C2C(=O)OC2CCC(C)CC2)ccc1O (stereo not drawn)
    11%	-4	-16	2.6µM*	-3%	12µM*
O=C(Nc1ccccc1Cl)NC1(C(=O)N2CCC(O)CC2)CCCCC1
    6%	2	-10	30%[activator]	-1%	-9%
Cc1ccc(S(=O)(=O)N(CC(=O)NCc2ccncc2)Cc2ccccc2F)cc1
    -11%	-4	-13	-2%	nt	-8%
Cc1[nH][nH]c(=O)c1/C=N/N1CCOCC1
    5%	-2	-16	?	-13%	?
C=CCn1c(O)c(C(C)=NCCC2=CCCCC2)c(=O)[nH]c1=O
    6%	-1	-8	nt	5%	-19%
O=C1CC(=C(c2ccccc2)c2ccccc2)C(=O)N1CCN1CCN(c2cccc(Cl)c2)CC1
    ?	5	-16	?	-15%	nt
O=C(CN(CC1CCCO1)C(=O)CNS(=O)(=O)c1ccc(F)cc1)NCCc1ccccc1 (stereo not drawn)
    5%	-3	-8	?	nt	32%[activator]
CCC(C)[C@H](NC(=O)NCc1ccc(Cl)cc1)C(=O)OC (stereo partly drawn)
    5%	1	4	?	3%	19%
CCCS(=O)(=O)N1CCN(Cc2ccc([N+](=O)[O-])cc2)CC1
    6%	7	13	6%	-23%	20%
CCOc1ccc(NC(=O)CC2C(=O)N(CC)C(=S)N2NC(=O)c2ccncc2)cc1 (stereo not drawn)
    -13%	-1	20	7%	?	-13%
COc1cccc(CNC(=O)C(C)n2nc(C)n3c(cc4occc43)c2=O)c1 (stereo not drawn)
    -19%	-3	-10	6%	nt	1%
N#C/C(=C(/O)CSc1ccccc1C(=O)O)c1nc2ccccc2s1
    -27%	-4	-10	35%[activator]	5%	nt
O=C(Cn1c(=O)c2c(ncn2C2CCCC2)n(Cc2ccccc2)c1=O)N1CCc2ccccc21
    -5%&-3%	-3	-14	37%	2%	5.9µM*
COc1cc(OC)cc(-c2nnc(NC(=O)CCS(=O)(=O)c3ccccc3)o2)c1
    11%[8.37 µM]	nt	nt	5%	nt	-3%
CC(=O)c1c(C)nc(-c2ccccc2)n1O
    7%	-5	-8	5%	nt	27%
COc1cc(OC)c(-c2cc(C(=O)O)ccc2OC)c(OC)c1
    4%	-5	-9	-9%	26%	1%
Cc1cc(C)n(CC2CC(=O)N(c3cc(Cl)cc(Cl)c3)C2=O)n1 (stereo not drawn)
    -5%	-10	-9	-23%	0%	16%
CCN(Cc1cnn(C)c1)C(=O)c1cc(COc2ccc(F)cc2F)on1
    -3%	15*	41	14%	4%	3%
COc1cccc(NC(=S)N2CCN(Cc3ccccc3)CC2)c1
    -9%	21	3	3%	2%	-9%
CC(C)c1ccc(N2C(=O)/C(=C/N(C)C)SC2=S)cc1
    -3%	3	4	10%	4%	?
COc1cc2c(cc1OC)-c1cc(Nc3ccc4c(c3)OCCO4)nc(=O)n1CC2
    -14%	67*	78*	33%[activator]	-25%	98%[activator]
CN(C)c1ccc(/C=N\NC(=O)c2cccc3cc[nH]c23)cc1
    ?	32*	56*	?	-10%	54%[activator]
COc1ccc(CN2CCN(Cc3ccccc3)CC2)c(OC)c1
    nt	-3	1	107%[activator]	-1%	8%
CCc1ccccc1NC(=O)NC1CCCCCCC1
    -2%	8	-7	?	nt	4%
Cc1ccc(C2=CC(=O)C[C@H](c3ccc(Cl)cc3)C2)cc1
    -9%	nt	nt	0%	nt	-8%
COC(=O)c1ccc(OCCn2cnc3ccccc3c2=O)cc1
    15%	15	9	54%[activator]	5%	4%
Cc1cccc(NC(=S)NCc2ccccc2)c1C
    1%	1	10	191%[activator]	6%	?
COc1ccc(C(CC(=O)N2CCOCC2)c2c(OC)cc(OC)c3c(-c4ccccc4)cc(=O)oc23)cc1 (stereo not drawn)
    ?	-3&1	-1&-4	?	-3%&10%	10µM*

# Profiles as entered above. Values in the order: HCV inhibitor, Cycloheximide cs, Shiga inhibitor, Pf growth 96h, FBPA Giardia inh, Pf growth 48h
# Results for `COc1cc(OC)c(-c2cc(C(=O)O)ccc2OC)c(OC)c1` → 4%, -5, -9, -9%, 26%, 1%
# Results for `CN(CC(=O)Nc1cc(Cl)cc(Cl)c1)Cc1cccs1` → ?, -5, 25, -3%, nt, -17%
